beta cell repl: inducers of MIN6 beta-cell proliferation, primary screen, ATP luminescence, uHTS | MIN6 cells proliferation, ATPlite luminescence, 48 h; cells starved in 0.2% serum; 100% = growth in 10% serum | proliferation, % at 10 µM | 0.29% of 330,000 active | AID 2380, 2010;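 active = compounds whose signal lies at least 3.5 SD above the mean of all wells on their plate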;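 note: 0% = DMSO-treated cells in low-serum medium and 100% = 10% serum control; some compounds called inactive have numbers as strong as hits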
hIAP inh: human IAP inhibitors, primary screen, biochemical, luminescence, uHTS. purified IAP, CDP-Star luminescence, 30 min. inhibition, % at 10 µM. 0.12% of 330,000 active;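 active = inhibition reaching a set limit with compound at 10 µM in the primary screen, cut at about 35% in these data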;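 note: plate controls were DMSO wells with enzyme for no effect and no-enzyme buffer wells for full effect; values of inactives mirror those of a sister screen read the other way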
Target sequence (P09923 whole entry, looked up): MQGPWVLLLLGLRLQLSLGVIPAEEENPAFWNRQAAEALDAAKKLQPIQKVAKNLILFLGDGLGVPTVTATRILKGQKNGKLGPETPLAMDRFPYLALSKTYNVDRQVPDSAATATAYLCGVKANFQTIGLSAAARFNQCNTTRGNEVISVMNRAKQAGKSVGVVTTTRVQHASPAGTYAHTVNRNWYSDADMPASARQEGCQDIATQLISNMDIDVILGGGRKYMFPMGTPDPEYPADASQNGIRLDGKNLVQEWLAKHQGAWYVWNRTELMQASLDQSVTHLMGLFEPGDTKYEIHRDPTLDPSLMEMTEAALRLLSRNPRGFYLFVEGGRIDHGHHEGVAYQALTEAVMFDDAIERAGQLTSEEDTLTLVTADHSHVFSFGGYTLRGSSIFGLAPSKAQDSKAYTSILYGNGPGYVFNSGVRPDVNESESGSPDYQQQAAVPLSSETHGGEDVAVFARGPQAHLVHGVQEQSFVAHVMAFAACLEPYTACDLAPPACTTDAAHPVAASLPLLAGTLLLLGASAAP
hIAP act: human IAP activators, primary screen, biochemical, luminescence, uHTS; Intestinal-type alkaline phosphatase (Homo sapiens), P09923; purified human IAP, CDP-Star luminescence, 30 min; hits give high values; 1 = vehicle-only enzyme, 0 = enzyme-free background; activation factor at 10 µM; 0.16% of 330,000 active;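 active = activation factor of the enzyme at least 2-fold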; note: the source names both 10 and 20 µM as test concentration; values of inactives mirror those of a sister screen read the other way
A3G deaminase: APOBEC3G DNA deaminase inhibitors, primary screen, biochemical, fluorescence, single-stranded DNA substrate, uHTS; DNA dC->dU-editing enzyme APOBEC-3G (Homo sapiens), Q9HC16; recombinant A3G, ssDNA deamination FAM/TAMRA fluorescence; inhibition, % at 20 µM; 0.28% of 330,000 active; AID 493012, 2011;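 active = inhibition of at least 40% at 20 µM, with no more than 30% in the related APOBEC3A deaminase screen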;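 note: plate controls were DMSO wells with A3G for no effect and wells lacking A3G enzyme for full effect; some compounds called inactive have numbers as strong as hits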
A3A deaminase: APOBEC3A ssDNA deaminase inhibitors, primary screen, selectivity assay for APOBEC3G inhibitor project, biochemical, FAM/TAMRA oligo cleavage fluorescence. DNA dC->dU-editing enzyme APOBEC-3A (Homo sapiens), P31941. recombinant A3A, FAM/TAMRA ssDNA deamination fluorescence. inhibition, % at 20 µM. 0.41% of 330,000 active. AID 493011, 2011;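 active = at least 40% inhibition at 20 µM here, with at most 30% in a related deaminase screen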;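 note: plate controls were A3A with DMSO for no effect and wells lacking A3A enzyme for full effect; some results filed as inactive read as strong as hits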
Target sequence (P31941 whole entry, looked up): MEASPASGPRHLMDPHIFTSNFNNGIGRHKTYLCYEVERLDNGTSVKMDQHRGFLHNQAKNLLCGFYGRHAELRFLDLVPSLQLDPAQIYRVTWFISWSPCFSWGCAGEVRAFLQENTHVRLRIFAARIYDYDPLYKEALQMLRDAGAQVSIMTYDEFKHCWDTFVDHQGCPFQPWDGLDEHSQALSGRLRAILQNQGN
mIAP activ: activators of mouse IAP, primary screen, biochemical, luminescence, uHTS; 0.24% of 330,000 active; activation factor at 10 µM; muIAP, CDP-Star luminescence, 30 min; hits give high values; 1 = vehicle-only enzyme signal, 0 = enzyme-free wells; intestinal alkaline phosphatase [Mus musculus];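 active = activation factor of at least 2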; note: the source names both 10 and 20 µM as test concentration; values of inactives mirror those of a sister screen read the other way
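System: mouse IAP enzyme. Reagent: CDP-Star chemiluminescent phosphatase substrate. Benchmarks: DMSO wells, no-enzyme wells. Times: 30 min enzyme-substrate-compound incubation at room temperature. Detection: luminescence from enzymatic CDP-Star hydrolysis. Doses: test compounds delivered from DMSO solution.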
SENP1 inh: human SENP1 catalytic domain inhibitors, primary screen, biochemical, FRET, uHTS | Sentrin-specific protease 1 (Homo sapiens), Q9P0U3 | recombinant SENP1 catalytic domain, CyPet-SUMO1-YPet FRET cleavage | inhibition, % at 10 µM | 0.21% of 360,000 active | AID 624204, 2012;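 active = inhibition at least 30% at 10 µM, raw YFP signal under a set limit, fluorescence ratio 0.5 to 1.5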;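 note: 0% = enzyme with DMSO and 100% = no enzyme wells; some results filed as inactive read as strong as hits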
Target sequence (Q9P0U3 419-644 limits assumed): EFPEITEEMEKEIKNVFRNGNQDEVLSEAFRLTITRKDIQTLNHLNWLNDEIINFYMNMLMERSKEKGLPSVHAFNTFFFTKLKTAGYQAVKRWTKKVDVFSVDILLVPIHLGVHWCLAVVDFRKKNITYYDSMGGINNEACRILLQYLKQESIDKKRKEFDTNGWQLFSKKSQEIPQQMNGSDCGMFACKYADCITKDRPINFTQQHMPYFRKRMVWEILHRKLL
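Controls: no-enzyme wells low, DMSO-plus-enzyme wells high control. Test system: human recombinant His6-tagged SENP1 catalytic domain enzyme. Reagent: SFCypet-SUMO1-SFYpet FRET protein substrate, 25 nM final. Doses: one dose per compound, 10 µM, 0.5% DMSO. Detection: FRET, CFP and YFP emission. Timing: 50 min reaction at room temperature.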
NLRP3 yeast inh: NALP3 inflammasome inhibitors in reconstituted yeast, primary screen, luminescence, uHTS. Yeast reconstituted NLRP3/ASC/caspase-1, beta-gal luminescence, 24 h. inhibition, % at 10 µM. 0.39% of 330,000 active;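 active = inhibition of 50% or more; inactive = inhibition below 50%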;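 note: plate controls were induced DMSO wells for no effect and uninduced yeast grown without galactose for full effect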
mIAP inh: inhibitors of mouse IAP, primary screen, biochemical, luminescence, uHTS; inhibition, % at 10 µM; intestinal alkaline phosphatase [Mus musculus]; purified mouse IAP, CDP-Star luminescence, 30 min; AID 2806, 2010; 0.2% of 330,000 active;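 active = inhibition of at least 40% at 10 µM in the primary screen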;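 note: plate controls were DMSO with enzyme for no effect and no enzyme wells for full effect; values of inactives mirror those of a sister screen read the other way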
Numbers without * were called inactive.

SMILES,beta cell repl,hIAP inh,hIAP act,A3G deaminase,A3A deaminase,mIAP activ,SENP1 inh,NLRP3 yeast inh,mIAP inh
NS(=O)(=O)c1ccc(NC(=O)COC(=O)COc2ccc(Br)cc2)cc1,-2,11,0.89,-2,7,0.89,8,-10,11
CCOc1ncccc1C(=O)Nc1ccccc1F,2,2,0.98,1,6,1.1,1,8,-6
CCCCN(C(=O)Cc1ccc2c(c1)OCCO2)c1c(N)n(CC(C)C)c(=O)[nH]c1=O,1,3,0.97,-1,0,0.98,0,21,2
CC(=O)Oc1ccccc1C(=O)Nc1ccccc1,-4,1,0.99,0,-2,1,3,52*,0
CC1Cc2nc(SCC(=O)c3ccccc3)n(Cc3ccccc3)c(=O)c2S1 (stereo not given),-4,0,1,-1,-2,0.83,3,9,17
COc1cc(C2CC(c3cccnc3)=NN2c2ccc(F)cc2)cc(OC)c1OC (stereo not given),-4,-18,1.2,-3,-7,2.2*,-25,4,-123
Cc1nn(CC(=O)OCC(=O)Nc2cccc(S(N)(=O)=O)c2)c(C)c1[N+](=O)[O-],-2,6,0.94,-8,-2,1,1,6,-3
CC(=O)c1c(N2CCN(Cc3ccccc3)CC2)[nH]c(-c2ccccc2)nc1=S,-4,11,0.89,4,2,1.1,-13,4,-8
CCSc1nnc(-c2ccc(C)cc2)c2ccccc12,0,-10,1.1,0,5,0.96,1,35,4
Cc1onc(-c2c(Cl)cccc2Cl)c1C(=O)N/N=C(\N)COc1ccc(Cl)cc1,-5,4,0.96,-4,-2,1.1,1,1,-7
COc1ccc(OCC(=O)Nc2cc(S(=O)(=O)N3CCCC3)ccc2Cl)cc1,7,2,0.97,-2,2,0.96,1,9,4
CCOc1ccccc1/C=C/c1onc(C)c1S(=O)(=O)N1CCC(C(=O)N2CCCCCC2)CC1,-4,-16,1.2,-7,-4,0.87,-3,13,13
CC1(NS(=O)(=O)c2ccc(Cl)s2)CCS(=O)(=O)C1 (stereo not given),-3,-13,1.1,-5,1,1,-28,10,0
COC(=O)CN1C(=O)[C@H]2[C@@H](c3ccc(C)o3)N3C(=O)CN(CCO)C(=O)[C@@]3(C)[C@H]2C1=O,-2,11,0.89,3,2,1,-2,10,0
CC(=O)N1c2ccccc2S(=O)(=O)c2ccccc21,-3,3,0.97,-5,-3,1.1,-2,-11,-15
Cn1c(=O)c(C(=O)Nc2ncccn2)c(O)c2ccccc21,-3,-11,1.1,-5,-7,0.99,0,50*,1
COCCNC(=O)C(c1ccc(C)cc1)N(C(=O)CCC(=O)Nc1ccccn1)c1ccccc1C (stereo not given),-1,-26,1.3,-13,-7,1,2,5,-4
CCc1nnc(/N=C/c2c(O)n(-c3ccc(Cl)cn3)c(=O)c3ccccc23)s1,-2,-3,1,6,1,1,-32,4,-1
COCCN(Cc1cc2cccc(C)c2n2nnnc12)C(=O)C(F)(F)F,-1,5,0.95,-10,4,0.82,-9,-19,18
COC(=O)CCC(=O)OC1(C)C(=O)C=C2C=C(C3CC3)N(CC3CC3)C=C2C1=O (stereo not given),5,9,0.91,-6,-3,0.98,-89,5,2
CCOC(=O)c1cc(S(=O)(=O)NC2CCN(C(=O)OCC)CC2)cn1C,-3,18,0.82,-5,-16,1,1,0,-2
Cc1ccc(O)c(Sc2cc(C)ccc2O)c1,-5,1,0.99,-7,-6,1,0,27,-3
O=C(CCCCC(=O)Nc1ccc(F)cc1)Nc1ccc(F)cc1,-1,2,0.98,-3,-3,1,-1,7,0
CC(C)(C)OC(=O)NCCOC(=O)c1[nH]cnc1C(=O)NCc1ccccc1,1,-42,1.4,0,-2,0.89,3,12,11
COc1ccc(CNCCC(c2ccccc2)c2ccc(OC(C)C)cc2)cc1OC (stereo not given),-7,-14,1.1,-7,-3,0.95,2,20,5
CCN(CCN(C)C)C(=O)Cn1ncc2c1-c1cc(C)ccc1OC2,2,5,0.95,-3,-3,0.95,0,0,4
COc1ccc(/C=C2\CN(Cc3ccccc3)C/C(=C\c3ccc(OC)c(O)c3)C2=O)cc1O,-4,22,0.78,-11,-1,0.81,-9,13,20
CCC(=O)c1c(NC)cc(C)oc1=O,4,4,0.96,-9,1,1.1,-1,-2,-6
CC(C)CCNC(=O)C1CCCCN1S(=O)(=O)c1ccc(F)cc1 (stereo not given),0,-33,1.3,-4,-4,1.1,0,-1,-8
CCOC(=O)N1CCN(Cc2nc(N)nc(Nc3ccc(C)cc3C)n2)CC1,2,13,0.87,-12,1,1,-5,3,-3
COc1ccccc1/C=N/Nc1cc(C)nc2ccc(C)cc12,-2,10,0.9,7,-8,1.1,0,20,-12
CCN(CC(=O)NCc1cccs1)C(=O)/C=C/c1ccc(OC)cc1OC,-1,-2,1,1,2,0.99,1,13,1
C=CC[C@@H](CC(=O)N[C@H](CO)Cc1ccccc1)C(=O)N[C@@H](COC(=O)[C@@H](CC=C)CC(=O)OC(C)(C)C)Cc1ccccc1,-4,4,0.96,-3,-3,1.1,3,14,-8
CC(C)(C)NC(=O)/C(=C/c1ccco1)c1ccccc1,1,11,0.89,-6,-2,0.86,7,36,14
COc1ccc(CCNC(=O)c2ccc(Cl)cc2Cl)cc1OC,-2,7,0.93,-9,-1,1.2,-2,30,-20
CC(C)(C)C(=O)O/N=C(\N)Cc1ccc(-c2csnn2)cc1,-3,2,0.98,-5,2,1,3,15,-3
OCCN(CC(O)Cn1ccc2ccccc21)CC(O)Cn1ccc2ccccc21 (stereo not given),-4,-11,1.1,2,2,1,-8,23,-1
COc1ccccc1-c1nc(-c2cccc(C)c2)no1,-3,-3,1,-7,-3,1.1,1,12,-5
Cc1ccc(/C(O)=C2\C(=O)C(=O)N(CC(C)O)C2c2cccc(F)c2)cc1 (stereo not given),1,-8,1.1,-5,-2,0.99,1,21,1
Cc1cccc(C)c1NC(=O)CSc1nc2[nH]c(=O)cc(O)c2s1,2,-12,1.1,3,-2,0.87,-4,6,13
N#Cc1c(C(F)(F)F)cc(-c2ccco2)nc1SCc1ccncc1,-2,-5,1,-4,-2,0.91,41,22,9
Cc1nc(S(=O)(=O)Nc2ccc3c(c2)OCCO3)cn1C,-1,-10,1.1,4,0,0.97,0,9,3
COc1cc(-c2nc3cnccn3c2Nc2ccc3c(c2)OCCO3)ccc1O,-1,12,0.88,-1,2,1.1,-32,-7,-5
O=C(NCc1ccco1)/C(=C\C=C\c1ccccc1)NC(=O)c1ccco1,3,-3,1,0,2,0.97,-9,6,3
CN(C)CCNc1ccc(-c2n[nH]c(=O)c3ccccc23)cc1[N+](=O)[O-],-3,6,0.94,-4,4,0.94,3,-14,6
CNC(=O)C(=O)NCC1OCCCN1S(=O)(=O)c1cccs1 (stereo not given),-2,12,0.88,-7,-2,1,-1,1,-2
COc1ccccc1N1CCN(C(=O)CCCC2=NS(=O)(=O)c3ccccc3N2)CC1,-1,11,0.89,-9,-2,1.1,-1,4,-8
COc1ccc(-n2nc(C(=O)NCC(=O)NCCCN3CCOCC3)c3ccccc3c2=O)cc1OC,0,3,0.97,1,5,1.1,1,25,-7
O=C(N/N=C\c1ccco1)Nc1cccc(Cl)c1,2,-4,1,-5,-2,0.95,2,19,4
Cc1ccc(-n2c(SCC(=O)N3CC(=O)Nc4ccccc43)nc3ccccc3c2=O)cc1,0,-4,1,-3,4,1.1,-1,8,-12
Cn1cccc1/C=N/NC(=O)CNc1ccc2ccccc2c1,0,2,0.98,-7,-6,0.99,-1,25,1
O=C(CN1C(=O)c2ccccc2C1=O)Nc1sc2c(c1C(=O)NCC1CCCO1)CCC2 (stereo not given),0,18,0.82,-6,-2,0.97,-9,0,3
Clc1ccc(Nc2nc(-c3cccs3)cs2)nc1,-6,11,0.89,5,4,0.74,0,11,26
CCn1cc(C(=O)NCCCOC)c(=O)c2cc(S(=O)(=O)N(C)C3CCCCC3)ccc21,0,2,0.98,-9,-4,1.1,1,-2,-9
COCCNC(=O)COC(=O)c1[nH]c(C)c(C(C)=O)c1C,0,-7,1.1,-3,-4,0.97,1,4,3
CN(C(=O)c1ccc2c(=O)n3c(nc2c1)CCCCC3)c1ccccc1Cl,-1,-12,1.1,-2,3,0.98,3,4,2
Cc1nc(SC(C)C)[nH]c(=O)c1Cc1ccccc1,-5,11,0.89,-1,-1,0.97,-1,-14,3
CCc1ccc(OCC(=O)N/N=C(\C)c2ccc(O)cc2O)cc1,-6,-27,1.3,-1,-1,0.95,-6,10,5
CC(=O)NC(=S)Nc1cccc(S(=O)(=O)NC2=NCCC2)c1,0,6,0.94,-6,-2,0.95,0,12,5
COc1ccc2nccc(/C=C/c3ccnc4ccc(OC)cc34)c2c1,-4,-1,1,-10,-4,1,-37,7,-4

Later entries
SMILES,beta cell repl,hIAP inh,hIAP act,A3G deaminase,A3A deaminase,mIAP activ,SENP1 inh,NLRP3 yeast inh,mIAP inh
COc1ccc(-c2nc(CS(=O)CC(=O)NCCCN3CCCC3)c(C)o2)cc1OC (stereo not given),-1,0,1,-9,-1,1,-1,4,0
CCCCn1c(N)c(N(CCOC)C(=O)C2CCN(C(=O)c3ccccc3C)CC2)c(=O)[nH]c1=O,-3,-6,1.1,-9,0,0.94,-4,2,6
Cc1cc(NS(=O)(=O)c2ccc(NC(=O)c3ccccc3C)cc2)no1,0,-8,1.1,-1,-2,1,1,18,0
COC(=O)[C@@H]1CCCN1Cc1c(C(=O)N2CCCCC2)nc2c(C)cccn12,0,1,0.99,-3,-2,0.98,-2,0,2
CC1(C)CC(=O)C2=C(C1)c1c(ccc3ccccc13)NC2c1ccc(Br)o1 (stereo not given),-7,-13,1.1,-2,1,0.98,-9,-4,2
CC(NCC(c1ccco1)N1CCCCC1)C(=O)NC1CCCC1 (stereo not given),0,-3,1,-5,9,0.88,-27,4,12
O=C(Cn1nc(C(F)(F)F)c2c1CCC2)N1CCN(c2ccccc2)CC1,-3,-6,1.1,-4,-3,0.95,2,13,5
COCc1c(Br)c(C)nc(OCC(=O)N/N=C/c2ccc(C)o2)c1C#N,7,3,0.97,-11,-3,0.97,0,16,3

An excerpt; the hit share may differ from the screen's.
